Abeta rescue = A-beta toxicity reversal in yeast; yeast expressing A-beta42, growth rescue, OD600, 48 h; response scale: 0% DMSO, 100% iron-clioquinol control; Potency, µM (titrated, usually from 46.1 µM), inactives show at the highest dose growth rescue, most hits filed as activators; 0.063% of 410,000 active; AID 1347071; also: potency is read from the fitted curve at half-maximal effect; nearly all actives have a fitted effect of over 55% in size
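Yeast A-beta toxicity model in growth medium with pinned compounds, 48 h at 30 C; growth read as absorbance at 600 nm. Normalized to FeCl3/clioquinol equimolar mix (positive) and DMSO (negative).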
PTHR1 agonist = PTHR1 (human) receptor agonism; 0.075% of 410,000 active; HEK293 GP2 PTHR1 cells, GloSensor cAMP luminescence, 1 h; Potency, µM (titrated, usually from 115 µM), for the others: at the highest dose activation, most hits filed as activators; also: potency is read from the fitted curve at half-maximal effect; nearly all actives have a fitted effect of over 55% in size; some results filed as inactive show a strong effect at the top dose; inactives centre near -15; many of its hits are not listed in these tables
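HEK-293-derived GP2 cells expressing PTHR1 and a GloSensor cAMP reporter, 3,000/well, plated overnight, given luciferin plus IBMX (each 0.5 mM as added) for 1 h at 37 °C, then compound for 1 h at 37 °C. Luminescence was read after 15 min at room temperature.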
aSyn rescue = inhibitors of alpha-synuclein toxicity in yeast; Yeast expressing alpha-synuclein, growth rescue, BacTiter-Glo, 24 h; 0.14% of 370,000 active; Potency, µM (top dose mostly 46.1 µM), for the others: at the highest dose growth rescue (activation), actives largely listed as activators; AID 652106; also: potency is read from the fitted curve at half-maximal effect; % of control where 0% means no effect; nearly all actives have a fitted effect of over 65% in size
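Readout is rescue of growth in alpha-synuclein-expressing yeast, so inhibitors of toxicity appear as activators. Growth after 24 hr at 30 deg C in galactose medium is quantified by luminescence.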
D3 antag = blocks the human D3 dopamine receptor. P35462. D3R cells, DiscoveRx beta-arrestin luminescence, antagonist mode; stronger effect = lower value. max response, negative = inhibition, %. 2.5% of 360,000 active. AID 652054; in the data active = max response below about -50%; inconclusive = no clear call, values can overlap the other calls; also: % is scaled to controls: 0 for no effect and ±100 for the full control effect; mostly tested at two doses, the higher about 12 µM
Target sequence (P35462 whole entry, looked up): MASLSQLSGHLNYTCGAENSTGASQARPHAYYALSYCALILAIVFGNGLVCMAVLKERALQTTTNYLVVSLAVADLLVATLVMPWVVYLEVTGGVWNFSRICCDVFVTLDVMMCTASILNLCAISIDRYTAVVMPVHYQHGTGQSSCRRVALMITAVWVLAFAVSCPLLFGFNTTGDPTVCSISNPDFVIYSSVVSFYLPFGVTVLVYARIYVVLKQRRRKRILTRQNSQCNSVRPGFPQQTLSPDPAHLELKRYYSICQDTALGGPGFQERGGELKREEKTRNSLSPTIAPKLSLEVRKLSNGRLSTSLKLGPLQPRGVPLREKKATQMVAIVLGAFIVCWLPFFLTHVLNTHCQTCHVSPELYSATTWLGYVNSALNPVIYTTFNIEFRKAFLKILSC
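Cells expressing the human receptor were seeded at 1500 cells/well, incubated overnight at 37 degrees C in 5% CO2, then exposed to library compounds with dopamine controls for 90 minutes at 37 degrees C before luminescent detection.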
TDP-43 yeast inh = TDP-43 toxicity inhibition in yeast. TDP-43 expressing yeast growth rescue, BacTiter-Glo, 24 h. Potency, µM (highest dose often 46.1 µM), inactives show at the highest dose growth rescue (activation), usual class: activators. 1.8% of 410,000 active. AID 652104; also: potency is read from the fitted curve at half-maximal effect; % of control where 0% means no effect; nearly all actives have a fitted effect of over 50% in size
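Cell-based yeast growth screen: TDP-43 expression induced in galactose, inoculum OD600=0.02 after raffinose pregrowth to mid-log. Read-out BacTiter-Glo luminescence at 24 hr, 30 deg C; inhibition of toxicity seen as signal increase.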
GLP-1R agonist = activates the human GLP-1 receptor | HEK293 GLP-1R CRE-luciferase, luminescence, 4-6 h; cells express a hypersensitive GLP-1R form | 0.007% of 380,000 active | Potency, µM (titrated, usually from 45.6 µM), for inactives: at the highest dose activation, most hits filed as activators | P43220; also: potency is read from the fitted curve at half-maximal effect; % of control where 0% means no effect
Target sequence (P43220 whole entry, looked up): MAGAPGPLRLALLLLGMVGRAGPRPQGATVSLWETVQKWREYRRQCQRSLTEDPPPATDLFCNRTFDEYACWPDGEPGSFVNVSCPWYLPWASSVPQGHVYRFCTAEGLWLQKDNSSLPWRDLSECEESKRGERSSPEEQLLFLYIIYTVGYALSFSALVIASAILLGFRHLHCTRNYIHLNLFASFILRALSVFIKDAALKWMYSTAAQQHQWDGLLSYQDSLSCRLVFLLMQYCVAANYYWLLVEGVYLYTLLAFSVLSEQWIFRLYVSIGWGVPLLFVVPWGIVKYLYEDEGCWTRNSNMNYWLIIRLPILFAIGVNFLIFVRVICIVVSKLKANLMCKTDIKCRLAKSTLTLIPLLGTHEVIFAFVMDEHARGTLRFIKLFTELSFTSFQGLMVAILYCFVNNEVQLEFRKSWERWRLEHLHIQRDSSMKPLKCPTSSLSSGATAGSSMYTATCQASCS
GLP1R inv ag = GLP-1 receptor (human) inverse agonism; P43220; HEK293 GLP-1R CRE-luciferase, luminescence, 24 h; GLP-1R form is constitutively active; Potency, µM (highest dose often 38.3 µM), for inactives: at the highest dose activity change, negative = inhibition, actives largely listed as inhibitors; 1.6% of 410,000 active; AID 624417; also: potency is read from the fitted curve at half-maximal effect; % is scaled to controls: 0 for no effect and ±100 for the full control effect; nearly all actives have a fitted effect of over 55% in size
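Assay principle: reduced luminescence from a cAMP-responsive reporter in HEK293 cells co-expressing a constitutively active GLP-1R. Conditions: 24 hr compound incubation, 37 deg C, 5% CO2.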
FUS yeast rescue = suppressors of FUS proteinopathy in yeast. AID 1347120. 0.24% of 390,000 active. Potency, µM (top dose mostly 76.6 µM), for the others: at the highest dose growth rescue (activation), hits mostly activators. S. cerevisiae FUS-expressing, growth rescue, OD600, 24 h;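 also: potency is read from the fitted curve at half-maximal effect; plate controls were DMSO vehicle for no effect and reference control for full effect; nearly all actives have a fitted effect of over 55% in size; some results filed as inactive show a strong effect at the top dose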
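Galactose (2%) drives FUS expression in yeast precultured in raffinose; seeding density OD 0.005. Test compounds incubated 24hr at 30C and 99% humidity before absorbance at 600 nm was measured.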
Akt phos inh = blocks phosphorylation of Akt; 0.32% of 360,000 active; AID 651550; activity change, % for hits at 50 µM; Neuro2A IGF-stimulated pAkt S473 HTRF, 20 min; stronger effect = lower value; in the data active = activity change below about -80%; inconclusive = mostly about -51% to -80%; also: % is scaled to controls: 0 for no effect and ±100 for the full control effect
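Neuro2A cells (4,500/well, DMEM with 0.5% FBS) were treated with compound at a single 50 µM final concentration, stimulated with 6 nM IGF for 20 min at 37 °C, and lysed. Phospho-Akt Ser473 was read by HTRF as 665/615 ratio ×10^4.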
* hit, by the source's call; i = inactive; ? = inconclusive; . = not tested or not shown; [ ] = another dose, or the depositor's remark. Unless noted, calls follow the shape of the dose curve; as a rule, active = well fitted curve in the direction sought with a large enough effect; inconclusive = small, poorly fitted or top-dose-only effect, or another doubt; inactive = no such curve, though single readings can be large; an effect the other way counts as inactive or inconclusive. Not all compounds are listed. The share of hits here may be higher or lower than overall.

SMILES | Abeta rescue | PTHR1 agonist | aSyn rescue | D3 antag | TDP-43 yeast inh | GLP-1R agonist | GLP1R inv ag | FUS yeast rescue | Akt phos inh
Cc1cccc(C(=O)N2CCC(c3nc4ccccc4s3)CC2)c1 | 6% | -53%[inhibitor] | 12% | -13 | 20% | -4% | -17% | 11% | i
CCN1CCN(CC(=O)Nc2cc(C)on2)CC1 | -7% | 5% | 0% | -5 | -16% | -2% | -22% | -22% | i
CC(C)(C)OC(=O)N1CCC(CNC(=O)c2ccccc2)CC1 | 9% | -1% | 0% | 3 | 7% | 10% | 4% | 0% | i
CSc1ccc(S(=O)(=O)NCc2ccc(C)cc2)cc1 | -10% | 11%[57.5 µM] | -24% | -13 | -9% | 17% | -2% | 15% | i
CC1CCCN(c2ccc(C(=O)NCc3cccs3)cn2)C1 (configuration not stated) | 14% | -42%[inhibitor][57.5 µM] | 3% | -10 | 1% | 17% | 3% | 1% | i
Cc1ccccc1OCC(=O)N/N=C/c1ccc(N(C)C)cc1 | 4% | i | -1% | 1 | ? | 0% | -28% | -23% | i
CCOc1ccc(-c2c(C(=O)N/N=C(\C)c3ccccc3OC)nnn2-c2nonc2N)cc1 | 9% | -11% | -6% | -4 | 1% | 7% | -29% | 21% | i
COc1ccc(CCNC(=O)Cc2cc(OC)c(OC)cc2Br)cc1OC | -11% | -10% | -1% | -11 | -24% | 4% | 10% | 6% | i
COc1ccc(NC(=O)C2CCN(C(=O)C3CC(=O)N(c4ccc(C)cc4)C3)CC2)cc1 (configuration not stated) | -1% | i | -1% | 8 | -25% | 0% | 24% | 4% | i
CCOc1ccc(-c2cc(CCCC(=O)NCCc3ccc(OCC)c(OCC)c3)no2)cc1 | 5% | ? | . | . | ? | 1% | 1% | -5% | .
COC(=O)c1cc(S(=O)(=O)N2CCC(c3cc(OC)ccc3OC)C2)c[nH]1 (configuration not stated) | -6% | -25% | 0% | 0 | -11% | 8% | 15% | 13% | i
CCn1nc(C)c(CN2CCN(Cc3cccc(OC)c3)C(CCO)C2)c1C (configuration not stated) | -2% | i | -1% | -20 | -17% | 8% | 2% | 23% | i
COCC(=O)N/N=C\c1ccccc1OC/C=C/c1ccccc1 | -12% | i | 3% | 9 | -38%[inhibitor] | 18% | ? | 17% | i
CNC(=S)N/N=C/c1c(C(=O)OC)cnn1-c1ccc(F)cc1F | -13% | i | -5% | 8 | 13% | 6% | -19% | 5% | i
NS(=O)(=O)c1cccc(NC(=O)COc2ncnc3c2cnn3-c2ccccc2)c1 | -1% | -20% | 2% | 12 | 7% | 0% | 0%[7.66 µM] | 12% | i
CC(C)(C)C(=O)N1CCC(O)(CS(=O)(=O)Cc2ccc(Cl)cc2)CC1 | 1% | -29% | . | 30 | -17% | 1% | -4% | -3% | .
O=S(=O)(c1ccccc1)N(C1=NCCS1)S(=O)(=O)c1ccccc1 | 7% | -13%[57.5 µM] | 1% | 19 | 29% | 9% | 7% | 5% | i
CCOc1ccc(-c2nc(-c3cccnc3)no2)cc1OCC | -12% | i | -3% | 61 | ? | 0% | 73%[activator] | 21% | i
CCN(CC)C(=O)c1ccc2sc([C@H]3C[C@H](O)[C@@H](CO)O3)nc2c1 | -26% | -1% | 1% | 4 | 0% | 13% | 4% | -27% | i
Nc1n[nH]c(N)c1N=Nc1ccccc1F | 0% | i | 2% | -16 | 3% | 6% | 68%[activator] | 18% | i
CCn1c(=O)c(C(=O)Nc2ccccc2F)c(O)c2ccccc21 | -8% | i | -2% | -2 | -17% | -1% | -8% | -18% | i
C[C@H](CO)N1C[C@H](C)[C@@H](CN(C)S(=O)(=O)c2ccccc2)Oc2c(NC(=O)C3CC3)cccc2C1=O | 7% | -19% | 1% | 19 | 17% | -1% | -4% | -1% | i
O=C(N/C(=C\c1ccc(Br)cc1)C(=O)N1CCOCC1)c1ccco1 | 13% | i | 2% | 1 | -3% | -1% | -12% | 17% | i
COc1ccc(OC)c(S(=O)(=O)NCCC(C)C)c1 | 4% | -13% | 3% | 5 | 11% | -1% | -22% | 10% | i
O=S(=O)(c1ccc(Br)cc1)N1CCC2(CC1)OCCO2 | 19% | -12% | -1% | -1 | 24% | -9% | -17% | 3% | i
Cc1cccc(OCC(=O)NCCNC(=O)c2ccncc2)c1 | 5% | -6% | 2% | 0 | -4% | 5% | -1% | 5% | i
O=C1c2ccccc2C(=O)N1CCOc1ccccc1Br | -18% | -11% | 3% | -14 | 29% | -5% | 31%[activator] | 9% | i
O=C(Nc1ccc2c(c1)OCO2)Oc1ccccc1 | 8% | -23% | 5% | -21 | -8% | 0% | 18% | 7% | i
Cc1ccc2nc(-c3ccccn3)c(N)n2c1 | -47%[inhibitor] | -20% | -41%[inhibitor] | 11 | -45%[inhibitor] | -9% | ? | -16% | i
COc1ccc(OC)c(NC(=O)C2C3C=CC(C3)C2C(=O)NCc2ccccn2)c1 (configuration not stated) | 9% | i | -1% | 21 | 7% | -8% | -4% | 23% | i
Cc1ccc(NC(=O)c2ccc3c(c2)C(=O)N(CC2CCCO2)C3=O)cc1C (configuration not stated) | 11% | -25% | 1% | 1 | 5% | 18% | 4% | -5% | i
CC(C)NC(=O)/C(C#N)=C\c1ccc(N(C)C)c(Br)c1 | 13% | -26% | 17% | -21 | -7% | 10% | 6% | 9% | i
CC1CC(C)CN(c2ncnc3c2cnn3Cc2ccc(Cl)cc2)C1 (configuration not stated) | -9% | i | 0% | -10 | ? | -6% | 2µM* | 15% | i
CCCNC(=O)COC(=O)/C=C/c1ccc2c(c1)OCO2 | -33%[inhibitor] | i | -13% | 2 | 4% | 10% | 3% | . | i
COCCNC(=O)C(c1ccco1)N(C(=O)Cn1nnc2ccccc21)c1ccccc1C (configuration not stated) | 5% | i | 3% | -1 | -8% | -9% | ? | 10% | i
CCC1(C)Cc2c(sc3c2c(=O)n(C)c2nnc(SCCc4ccccc4)n32)CO1 (configuration not stated) | -7% | -2%[57.5 µM] | -1% | ? | -23% | -16% | -17% | 63% | i
CC(C)NC(=S)N1CCN(S(=O)(=O)c2cccc(C(F)(F)F)c2)CC1 | -14% | 15% | -2% | -12 | -14% | -1% | ? | . | i
Cc1ccccc1N(C(=O)CCC(=O)Nc1ccccn1)C(C(=O)NC(C)C)c1ccc(O)cc1 (configuration not stated) | -12% | i | 0% | 2 | 5% | -1% | 0% | . | i
CC(C)NCC1CCc2cc(CO)c([N+](=O)[O-])cc2N1 (configuration not stated) | -4% | -10% | 2% | 0 | 0% | 4% | 12% | -23% | i
COc1ccccc1CC(=O)NCCc1ccccc1 | 9% | ? | -5% | -5 | 16% | -7% | -8% | -9% | i
O=C(NCCc1ccccc1)c1ccc2c(c1)N(Cc1ccc(F)cc1)C(=O)c1ccccc1S2 | 21% | i | . | . | 6% | . | ? | 43% | .
COc1cccc(-n2c(SCC(=O)N3CCc4ccccc43)nnc2-c2c[nH]c3ccccc23)c1 | -1% | -18% | 0% | 17 | 9% | 1% | 4% | -10% | i
CCOC(=O)N1CCN(c2c(N3CCN(c4cc(C)ccc4C)CC3)c(=O)c2=O)CC1 | 7% | i | -1% | -14 | 0% | 1% | -13% | -2% | i
CCc1ccc(NC(=O)CO/N=C(\C)c2cc3ccccc3o2)cc1 | ? | -14% | 3% | 2 | ? | 15% | 11µM* | 28% | i
CCC(=O)N1CCc2cc(Br)cc(S(=O)(=O)CCC(=O)N(C)c3cccc(C)c3)c21 | -2% | i | . | . | ? | . | 1% | 4% | .
Cc1cccc(NC(=S)N/N=C/c2ccc(Cl)c([N+](=O)[O-])c2)c1 | -2% | i | -11% | ? | 10% | -1% | 0% | 22% | i
Cc1cccc(-n2ncc3c2CCCC3NC(=O)c2ccncc2)c1C (configuration not stated) | -8% | -82%[inhibitor] | 2% | -15 | 11% | -7% | -19% | -25% | i
CCOc1ccc(CCNC(=O)CCCn2nc(C)c3c(C)n(-c4ccccc4)nc3c2=O)cc1 | 6% | -12% | -6% | -3 | 5% | 2% | ? | 0% | i
CSc1oc(-c2cccs2)nc1S(=O)(=O)c1ccc(Br)cc1 | -10% | -21% | . | . | 15% | . | ? | -5% | .
O=C1NN(c2ccc(Cl)cc2)C(=O)/C1=C\c1ccc(-c2cccc(C(=O)O)c2)o1 | 4% | -31%[inhibitor] | 2% | 2 | 22% | -3% | ? | 29% | i
Cc1nn(C)cc1C1C2=C(CC(C)(C)CC2=O)OC2=C1C(=O)CC(C)(C)C2 | 3% | i | -2% | -14 | -21% | -1% | 6% | -1% | i
CCCCn1c(N)c(N(C)C(=O)c2cn(-c3ccccc3)nc2-c2ccccc2)c(=O)[nH]c1=O | 3% | i | -4% | -5 | 14% | -2% | 3% | 1% | i
CCSc1ncnc2sc(C)c(C)c12 | 1% | -10% | 7% | 6 | 16% | -2% | 15% | . | i
COc1ccc(N(CC(=O)NCc2ccc(F)cc2)C(=O)CCC(=O)Nc2nccs2)cc1 | -4% | i | -15% | -29 | -26% | 4% | 12% | 18% | i
CN(C)c1ccc(NC(=O)CCCCCn2nnc3ccccc3c2=O)cc1 | -3% | -17% | 0% | 14 | 14% | 7% | 8% | -14% | i

Two entries from above in a different format.
Values run as follows: Abeta rescue | PTHR1 agonist | aSyn rescue | D3 antag | TDP-43 yeast inh | GLP-1R agonist | GLP1R inv ag | FUS yeast rescue | Akt phos inh
CSc1oc(-c2cccs2)nc1S(=O)(=O)c1ccc(Br)cc1
  -10% | -21% | . | . | 15% | . | ? | -5% | .
CCOc1ccc(CCNC(=O)CCCn2nc(C)c3c(C)n(-c4ccccc4)nc3c2=O)cc1
  6% | -12% | -6% | -3 | 5% | 2% | ? | 0% | i

High-throughput results: PubChem BioAssay, National Center for Advancing Translational Sciences (NCATS)
